Compound activity: PubChem, several laboratories
NSD2 inh: inhibitors of human histone methyltransferase NSD2; O96028; NSD2 peptide methylation, AlphaScreen, 120 min; inhibition, % at 12.5 µM; hit rate 0.54% among 310,000; in the data active means inhibition above about 50%
Target sequence (O96028 whole entry, looked up): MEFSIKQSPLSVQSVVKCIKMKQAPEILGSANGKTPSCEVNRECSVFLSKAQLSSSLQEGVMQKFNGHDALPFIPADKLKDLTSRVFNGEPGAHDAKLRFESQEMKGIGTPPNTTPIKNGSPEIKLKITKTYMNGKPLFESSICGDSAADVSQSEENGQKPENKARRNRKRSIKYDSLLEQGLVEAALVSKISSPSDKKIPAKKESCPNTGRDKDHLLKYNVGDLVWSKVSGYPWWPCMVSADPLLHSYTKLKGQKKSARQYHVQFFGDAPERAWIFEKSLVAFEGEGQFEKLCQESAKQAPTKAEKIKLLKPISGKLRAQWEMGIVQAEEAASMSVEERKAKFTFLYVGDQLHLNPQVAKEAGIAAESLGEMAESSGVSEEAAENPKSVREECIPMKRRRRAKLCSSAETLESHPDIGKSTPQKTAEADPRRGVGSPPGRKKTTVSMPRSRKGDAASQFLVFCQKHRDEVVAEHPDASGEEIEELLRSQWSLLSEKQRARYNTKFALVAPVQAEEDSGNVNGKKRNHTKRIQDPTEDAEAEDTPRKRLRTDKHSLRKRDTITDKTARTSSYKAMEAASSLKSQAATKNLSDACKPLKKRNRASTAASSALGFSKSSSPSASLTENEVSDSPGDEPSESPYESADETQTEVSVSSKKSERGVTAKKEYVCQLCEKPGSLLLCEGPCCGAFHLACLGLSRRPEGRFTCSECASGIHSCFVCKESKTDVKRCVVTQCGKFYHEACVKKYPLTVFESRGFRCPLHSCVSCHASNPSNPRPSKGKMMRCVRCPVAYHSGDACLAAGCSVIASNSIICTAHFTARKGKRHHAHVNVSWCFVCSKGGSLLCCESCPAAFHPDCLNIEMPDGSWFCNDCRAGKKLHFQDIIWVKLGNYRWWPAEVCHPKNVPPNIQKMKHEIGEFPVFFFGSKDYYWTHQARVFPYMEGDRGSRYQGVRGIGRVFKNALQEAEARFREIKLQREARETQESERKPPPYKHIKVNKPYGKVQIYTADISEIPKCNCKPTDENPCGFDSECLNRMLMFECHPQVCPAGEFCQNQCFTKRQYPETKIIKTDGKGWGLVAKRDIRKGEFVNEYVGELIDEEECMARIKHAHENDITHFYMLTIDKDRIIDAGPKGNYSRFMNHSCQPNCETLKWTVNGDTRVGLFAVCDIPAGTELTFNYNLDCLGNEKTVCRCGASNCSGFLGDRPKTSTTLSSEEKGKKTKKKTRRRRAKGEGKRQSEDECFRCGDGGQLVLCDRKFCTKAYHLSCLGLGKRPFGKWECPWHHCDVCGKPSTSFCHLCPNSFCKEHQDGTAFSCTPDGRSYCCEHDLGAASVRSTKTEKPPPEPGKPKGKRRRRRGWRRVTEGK
V-ATPase pHluor: yeast V-ATPase proton transport regulation by pHLuorin; S. cerevisiae, pHLuorin cytosolic pH fluorescence; response, % at 10 µM; hit rate 0.37% among 350,000; AID 504577; in the data active means response mostly above about 7.3%, no sharp cut-off; inactive means mostly below about 5.4%; further: actives read high; inactives centre near 0; some compounds called inactive have numbers as strong as hits; reference of the scale not given here
Keap1-Nrf2 PPI: inhibitors of human Keap1-Nrf2 protein-protein interaction; Q14145; Keap1 Kelch-Nrf2 peptide fluorescence polarization, 1536-well; inhibition, % at 9.4 µM; hit rate 0.15% among 340,000; in the data active means inhibition above about 12%;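 further: human Keap1 Kelch domain with fluorescein labeled Nrf2 9mer peptide probe; 0% = neutral control wells and 100% = peptide positive control; higher means more block of Keap1 binding to Nrf2 peptide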
CAL PDZ FP-1: CAL PDZ (human) peptide binding inhibition | AID 602252 | purified CAL PDZ, TMR-peptide fluorescence polarization, 1 h | hit rate 0.92% among 300,000 | inhibition, % at 24.9 µM | Q9HD26;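 active means mean inhibition of at least 30% with at least half of replicates also reaching 30%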;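 further: 0% = DMSO neutral control and 100% = excess unlabeled competitor peptide PRC23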
RTF Ca sens inh: cardiac RTF calcium desensitization. P19429+P45379. hit rate 0.12% among 340,000. inhibition, % at 7.15 µM. AID 493244. IANBD-labeled cardiac RTF, Ca2+ fluorescence;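 active means inhibition above the mean inhibition of all tested compounds plus 3 SD, cut at about 17% in these data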;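 further: assay run at fixed EC70 calcium of 1.6 mM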
Arr AP2 block: inhibitors of human beta-arrestin and AP2 interaction; FITC-arrestin peptide / GST-AP2 beads, flow cytometry; AP2 beta2 appendage carries R879A mutation; inhibition, % at 10 µM; hit rate 0.31% among 340,000; AID 504490;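 active means inhibition above a set limit, near 3 SD of compounds lacking own fluorescence, cut at about 54% in these data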;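 further: plate controls were DMSO wells for no effect and 5 µM unlabelled arrestin peptide for full effect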
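System: GST-AP2 R879A glutathione beads; medium: PBS, Tween 20 0.05%, BSA 0.1%; reagent: fluorescein-tagged arrestin peptide at 50 nM final; schedule: pre-incubation 12 min, peptide binding 1 h, room temperature; detection: flow cytometry, FL1 (488/535 nm); read-out: inhibition as reduced fluorescein signal on beads, percent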
DAGLB inh: diacylglycerol lipase beta (human) inhibition; Q8NCG7; HEK293T DAGLB membrane lysate, EnzChek fluorogenic substrate; inhibition, % at 5.17 µM; hit rate 0.059% among 340,000; in the data active means inhibition above about 34%;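 further: 0% = enzyme with vehicle and 100% = wells lacking enzyme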
LANA DNA inh: inhibitors of KSHV LANA C-terminal domain DNA binding | MBP-C-LANA/FAM-LBS DNA binding, fluorescence polarization | inhibition, % at 9 µM | hit rate 0.078% among 340,000 | AID 504423;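 active means highest replicate inhibition at or above 60% at 9 µM, even if other replicates fall short; inactive means all replicates below 60% inhibition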;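 further: 0% = neutral control wells and 100% = 4 µM acridine orange control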
CAL PDZ FP-2: human CAL PDZ-peptide interaction inhibition; purified CAL PDZ, TMR-peptide fluorescence polarization, 1 h; inhibition, % at 20 µM; hit rate 0.02% among 330,000; AID 504414;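 active means highest replicate inhibition of at least 40%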;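 further: plate controls were DMSO neutral control wells for no effect and unlabeled competitor peptide control wells for full effect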
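Material: tagged CAL PDZ domain; buffer or medium: 25 mM sodium phosphate pH 7.4, 150 mM NaCl, TCEP, IgG, Thesit; compound dosing: single point, 20 µM; schedule: 1 h incubation at room temperature before polarization reading; measured by: FP readout, S and P plane fluorescence; read-out basis: percent inhibition from loss of millipolarization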
DSG3 Ab inh: inhibitors of pemphigus antibody binding to human desmoglein-3; binding (percent of control), % at 10 µM; AID 588358; DSG3-coupled beads, scFv-anti-DSG3-GFP binding, flow cytometry; active compounds read low; P32926; hit rate 0.48% among 310,000;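 active means binding more than 3 SD below its plate's average and above zero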;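 further: hits lower antibody fragment binding to DSG3; some compounds called inactive have numbers as strong as hits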
* = called active by the depositor; . = not tested or not shown.

SMILES	NSD2 inh	V-ATPase pHluor	Keap1-Nrf2 PPI	CAL PDZ FP-1	RTF Ca sens inh	Arr AP2 block	DAGLB inh	LANA DNA inh	CAL PDZ FP-2	DSG3 Ab inh
O=C(O)c1ccc2nnn(O)c2c1	-1	1	-1	-1	-1	6	1	-0.2	-2.7	97
CC1(C)CC(=O)C=C(NNC(=O)OC(C)(C)C)C1	5	-2	1	-3	-5	-8	2	0.9	1.0	105
Cc1ccc2nc(NC(=O)C3CC(=O)N(Cc4ccco4)C3)sc2c1 (configuration not stated)	4	.	-3	-2	7	-2	1	0.0	-4.0	106
CC(C)N1CCc2c(sc(N)c2C#N)C1	8	-3	-14	.	-30	3	-1	4.0	-2.5	116
Cc1ccc(Cl)c(OCCCCN2CCC(C)CC2)c1	-3	0	-3	9	-3	-15	1	1.2	-0.1	106
Cc1cccnc1CN1CCN(Cc2nc(C(c3ccccc3)c3ccccc3)no2)CC1	6	3	0	-1	-16	21	-2	-1.5	-1.9	93
CC(C)CC1(C)NC(=O)N(CC(=O)N2C(C)CCCC2C)C1=O (configuration not stated)	-2	0	3	-8	-3	-6	-4	0.1	0.5	104
O=C(N[C@@H](Cc1ccccc1)C(=O)CCl)OCc1ccccc1	.	6	-11	-5	0	-9	8	-1.5	0.1	108
COc1ccc(-c2nc(CSCC(=O)NCCCN3CCCC3=O)c(C)o2)cc1	-4	1	0	-1	-3	-22	0	2.0	-2.5	99
CC(C)CNC(=S)Nc1ccc(S(N)(=O)=O)cc1	-3	3	-1	-6	-7	37	1	-1.6	-1.3	104
O=C1c2ccccc2C(=O)N1CCc1nn[nH]n1	-4	1	1	-2	1	-3	-1	0.2	-3.1	107
Cc1cc(C(=O)CSc2nnc(-c3ccccc3)n2-c2ccccc2)c(C)n1-c1ncn[nH]1	0	2	-4	-3	-5	2	1	-1.0	-0.9	103
CCSC1=C(C#N)C2(CCCCC2)C(C#N)=C(N)N1	1	2	-3	-3	-6	-1	3	0.7	.	.
CC1(C)Cc2c(sc(/N=C/N3CCOCC3)c2C#N)C(C)(C)N1	2	2	-3	0	2	4	-1	-1.5	0.4	98
Cc1noc(C)c1CSCC(=O)OCC(=O)NC1CCCCC1	-1	9	1	-2	-4	18	2	-1.8	-2.7	104
Nc1[nH]c(=S)[nH]c(=O)c1-c1ccccc1	-1	-1	-3	-2	-4	10	0	-0.9	.	89
Cc1ccc(/C=C2\SC(=S)N(CCCC(=O)Nc3ccc(O)cc3)C2=O)cc1	-2	1	-3	-2	-10	1	-1	1.8	-0.6	100
CCSc1nc2c(c(=O)n(C)c(=O)n2C)n1Cc1ccc(Cl)cc1	-1	0	-1	.	0	-11	-3	-0.6	-0.6	106
Cc1nn(-c2ccccc2)nc1C(N)=O	0	2	-2	-3	3	-4	-1	1.6	-1.2	.
O=C(COC(=O)c1ccc(Br)o1)Nc1ccc2c(c1)OCCO2	3	-4	-3	.	-2	14	-6	3.2	-1.1	102
Cc1cccc(NC(=O)COC(=O)C(NC(=O)c2cccc(S(=O)(=O)N3CCOCC3)c2)C(C)C)c1 (configuration not stated)	-1	-1	-2	.	-1	-3	-1	0.1	-1.0	98
S=c1[nH]c2ccccc2n1CCOc1ccccc1	1	-1	-4	-3	-6	-8	-2	-1.2	.	96
CCSc1nc2c(cnn2-c2ccc(C)cc2)c(=O)[nH]1	.	1	-3	.	1	4	-4	-0.3	-1.0	101
O=C(CSc1nc2ncc(Br)cc2[nH]1)Nc1ccc2c(c1)OCO2	0	-1	0	.	7	0	1	-0.7	-1.7	117
COc1cn(-c2ccccc2)nc1C(=O)Nc1ccccc1	-2	0	-2	-6	-22	-7	-2	2.0	-2.0	100
The listing continues:
SMILES	NSD2 inh	V-ATPase pHluor	Keap1-Nrf2 PPI	CAL PDZ FP-1	RTF Ca sens inh	Arr AP2 block	DAGLB inh	LANA DNA inh	CAL PDZ FP-2	DSG3 Ab inh
O=C(C1CCCN(Cc2ccc(Cl)cc2)C1)N1CCCCC1 (configuration not stated)	-1	-3	4	-3	-7	-7	0	0.1	-0.1	118
Cc1cccc(Cn2c(N3CCc4ccccc4C3)nc3c2c(=O)[nH]c(=O)n3C)c1	0	-2	-3	-1	2	-2	0	0.7	-0.2	100
O=C(Cn1cc(S(=O)(=O)Cc2ccccc2)c2ccccc21)N1CCOCC1	-4	9	0	-3	-1	-7	0	-0.5	-1.0	105
O=C(OCC1OC(n2ccc(=O)[nH]c2=O)C(Cl)C1O)c1ccccc1 (configuration not stated)	0	6	-2	-4	-2	17	-6	-0.4	-0.4	102
N#CC(c1ccccc1)c1ccc(C(=O)c2ccc(F)cc2)cc1 (configuration not stated)	-6	0	5	0	-6	18	-19	0.3	-1.0	97
CC(C)(CN1CCCC1)NS(=O)(=O)c1ccc(Cl)cc1	1	-1	2	6	-4	1	-3	-0.9	-1.9	.
COCCCNc1nc2ccccc2nc1NS(=O)(=O)c1cccc(Cl)c1	-3	-3	-5	-7	-11	31	0	1.1	0.9	91
Cc1ccc(C(=O)Cn2nnc(-c3ccccc3-n3cnnn3)n2)cc1	0	-2	-4	-7	0	18	-1	-0.8	-2.2	99
O=C(COc1ccc(S(=O)(=O)N2CCOCC2)cc1)Nc1cccc([N+](=O)[O-])c1	0	-2	3	0	2	7	-2	-1.6	-1.8	110
Cn1nccc1NC(=O)c1nccnc1C(=O)O	-4	2	-1	-5	-4	10	1	-0.1	-0.4	117
CCCc1ccc(-c2cc(C(=O)NC3=NCCS3)c3ccccc3n2)cc1	-2	0	0	-5	-10	6	-4	1.2	-0.5	108
CC(C)(C)NC(=O)C(OC(=O)c1ccco1)c1ccccc1F (configuration not stated)	-2	1	5	3	2	22	-5	-1.3	-1.7	97
COc1cc(/C=C2\SC(=O)NC2=O)ccc1OCc1ccc(Cl)nc1	-4	-3	-8	-7	-3	-9	2	-0.3	-1.3	98
Cc1ccc(C)c(NC(=S)N2C3CCCC2CC(NC(=O)C2CC2)C3)c1 (configuration not stated)	0	-1	0	-4	0	-4	0	1.1	-1.5	.
CCCNC(=S)N1CCC(NC(=O)Nc2ccc(C)cc2)CC1	-1	-2	-1	2	-12	-3	1	-1.3	-0.5	101
CCOC(=O)c1cnc(Nc2ccc(OCC)cc2)nc1C	-2	-2	-4	-6	-11	2	-4	-0.4	0.6	105
CC1(C)CC(=O)C2=C(C1)N=C1SCCC(=O)N1C2c1cccc([N+](=O)[O-])c1 (configuration not stated)	16	-1	-6	.	-15	-4	-1	2.0	-1.2	109
CCCCCn1c(SCC#N)nc2cc(C(=O)NCC3CCCO3)ccc2c1=O (configuration not stated)	-1	0	-6	-1	-3	24	-3	0.0	-0.8	.
CCC(CCc1ccccn1)C(=O)c1ccccc1 (configuration not stated)	0	-2	-5	-3	-6	6	-2	-3.4	-5.2	95
Cc1cnc2c(N)cc(C)c(C)c2c1	3	2	.	.	.	.	3	.	.	110
COc1ccc(CSc2nnnn2-c2ccccc2)cc1	3	0	-6	-1	-1	-1	-4	0.7	.	103
COc1cc(/C=N/Nc2ncc(C(F)(F)F)cc2Cl)cc(OC)c1OC	-1	1	-1	-4	12	14	-3	-0.4	-2.8	112
CCCn1cnc2cc(NC(=O)c3cccs3)ccc21	-2	-2	-1	13	3	21	1	1.9	-0.5	97
O=C(CCNC(=O)c1ccc([N+](=O)[O-])cc1)Nc1nc2ccccc2[nH]1	3	-2	-4	-1	-4	-11	4	2.8	-3.1	113
N#Cc1ccccc1NC(=O)c1ccccc1OCC(=O)NCc1ccco1	1	0	-3	0	3	10	1	-3.2	-1.2	125

Given with two lines to a compound: 4 of the compounds above.
Under each structure: NSD2 inh	V-ATPase pHluor	Keap1-Nrf2 PPI	CAL PDZ FP-1	RTF Ca sens inh	Arr AP2 block	DAGLB inh	LANA DNA inh	CAL PDZ FP-2	DSG3 Ab inh
Cc1ccc(C)c(NC(=S)N2C3CCCC2CC(NC(=O)C2CC2)C3)c1 (configuration not stated)
→ 0	-1	0	-4	0	-4	0	1.1	-1.5	.
CCCNC(=S)N1CCC(NC(=O)Nc2ccc(C)cc2)CC1
→ -1	-2	-1	2	-12	-3	1	-1.3	-0.5	101
CCOC(=O)c1cnc(Nc2ccc(OCC)cc2)nc1C
→ -2	-2	-4	-6	-11	2	-4	-0.4	0.6	105
CC1(C)CC(=O)C2=C(C1)N=C1SCCC(=O)N1C2c1cccc([N+](=O)[O-])c1 (configuration not stated)
→ 16	-1	-6	.	-15	-4	-1	2.0	-1.2	109

The list continues.
SMILES	NSD2 inh	V-ATPase pHluor	Keap1-Nrf2 PPI	CAL PDZ FP-1	RTF Ca sens inh	Arr AP2 block	DAGLB inh	LANA DNA inh	CAL PDZ FP-2	DSG3 Ab inh
Cc1ccccc1-n1nnnc1SCC(=O)Nc1ccc(S(=O)(=O)N2CCCC2)cc1	-2	4	-4	-9	5	-10	-5	3.2	0.0	98
CC(C)NC(=S)NN=C1c2ccccc2-c2ccccc21	2	1	0	-4	5	49	-5	0.7	-0.7	100
COc1c2ccccc2nc2ccccc12	-1	-3	1	-5	-11	31	3	-0.6	-0.4	92
CN(/C(=N\S(=O)(=O)c1ccccc1)c1ccccc1)c1ccc(O)cc1	-3	0	0	0	-14	5	4	-0.4	-2.2	94
O=C(Cc1ccc(-n2cccc2)cc1)NC1CCCCC1	0	-1	-1	8	-3	33	-3	-1.2	-1.1	.
COc1ccc(C2CC(c3ccc(Cl)cc3Cl)n3nc(N)nc3N2)cc1 (configuration not stated)	.	0	-2	-4	-5	-1	7	1.9	-0.1	113
CCCCCCC(C)n1[nH]c(=O)c2c(C)cc(=O)[nH]c21 (configuration not stated)	.	-2	4	1	-5	10	1	-2.0	-1.8	58
Cc1cc(=O)oc2cc(OC(C)C(=O)Nc3ccc(N4CCOCC4)cc3)ccc12 (configuration not stated)	7	-3	5	-3	-5	0	1	-0.5	0.6	100
COc1cc(OC)nc(Oc2ccccc2C=O)n1	-3	-1	-3	11	-5	-5	1	2.2	0.0	107
CCOC(=O)N1CCN(C(=O)C2CCN(S(=O)(=O)c3c(C)cc(C)cc3C)CC2)CC1	0	0	-5	.	-4	8	0	-0.8	-0.7	100
CCc1ccc(NC(=O)c2sc3nc4n(c(=O)c3c2C)CCC4)cc1	-3	0	0	5	9	41	-1	0.1	-2.7	95
O=C(O)c1cc([N+](=O)[O-])cc([N+](=O)[O-])c1N1CCN(c2cccc(C(F)(F)F)c2)CC1	1	9	-4	-2	-6	7	16	1.9	-1.4	92
OCC1(Cc2ccccc2)CCN(Cc2cnn(-c3ccccc3F)c2)CC1	-4	1	-3	-1	-15	-10	-2	-0.2	-1.2	100
CCCN1C(=O)/C(=C/c2ccc(C)o2)SC1=Nc1ccc(OC)cc1	1	-3	0	-2	-6	16	-4	1.1	-0.5	106
COc1ccc(/C=C/C(=O)c2ccc(Cl)s2)cc1O	9	-1	-3	-2	-4	-1	3	0.0	0.5	98
CN1CCN(C(=O)c2ccc(CN3CCOCC3)cc2)CC1	0	-5	2	-2	-24	22	2	0.9	-2.1	101
COCCNC(=O)CSCc1c(F)cccc1Cl	14	5	-2	-3	-8	11	-3	0.3	-2.4	128

An excerpt; the hit share may differ from the screen's.
